Bioassay records: PubChem BioAssay, several laboratories
Arr AP2 block – inhibitors of beta-arrestin/AP2 binding, primary screen, biochemical, GPCR trafficking, flow cytometry; actives 0.31% (n = 340,000); inhibition, % at 10 µM; beta-arrestin 1 C-terminal peptide binding to AP2 beta2-adaptin appendage (human); FITC-arrestin peptide / GST-AP2 beads; AP2 beta2 appendage carries R879A mutation; AID 504490, 2011;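 active = inhibition above a set limit, near 3 SD of compounds lacking own fluorescence, cut at about 54% in these data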;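 note: plate controls were DMSO wells for no effect and 5 µM unlabelled arrestin peptide for full effect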
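System: GST-AP2 R879A glutathione beads; medium: PBS, Tween 20 0.05%, BSA 0.1%; reagent: fluorescein-tagged arrestin peptide at 50 nM final; schedule: pre-incubation 12 min, peptide binding 1 h, room temperature; detection: flow cytometry, FL1 (488/535 nm); read-out: inhibition as reduced fluorescein signal on beads, percent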
PKA-R1A act – activators of PKA-R1A holoenzyme, primary screen, biochemical, fluorescence polarization, Cy5-IP20, bovine R1A, mouse PKAc | PKA-R1A dissociation; scaled: DMSO 0%, 113 µM cGMP 100% | actives 0.083% (n = 340,000) | activation, % at 11.4 µM | cAMP-dependent protein kinase type I-alpha regulatory subunit (Bos taurus) + …;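 active = percent activation above the mean of all tested compounds plus 3 SD, cut at about 19% in these data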;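 note: higher means more PKAc released from R1A so a rise in polarization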
CDK5 inh – inhibitors of human CDK5/p35 kinase, primary screen, biochemical, single concentration; Cyclin-dependent kinase 5 (Homo sapiens) + Cyclin-dependent kinase 5 activator 1 (Homo …; Recombinant CDK5/p35, ADP-Glo luminescence, 60 min; inhibition, % at 10 µM; actives 0.01% (n = 330,000); AID 488839, 2010;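 active = highest replicate inhibition of at least 50% and at least 75% of replicates reaching 50%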;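 note: plate controls were DMSO neutral control for no effect and GW8510 at 10 µM for full effect; many of its hits are not listed in these tables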
DSG3 Ab inh – inhibitors of pemphigus antibody binding to DSG3, primary screen, biochemical, bead-based, flow cytometry, scFv-GFP; Desmoglein-3 (Homo sapiens), P32926; DSG3-coupled beads, scFv-anti-DSG3-GFP binding; active compounds read low; binding (percent of control), % at 10 µM; actives 0.48% (n = 310,000);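 active = binding more than 3 SD below its plate's average and above zero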;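 note: hits lower antibody fragment binding to DSG3; some compounds called inactive have numbers as strong as hits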
NSD2 inh – NSD2 histone methyltransferase inhibitors, primary screen, biochemical, AlphaScreen, single concentration, set 2; NSD2 peptide methylation, 120 min; inhibition, % at 12.5 µM; Histone-lysine N-methyltransferase NSD2 (Homo sapiens), O96028; actives 0.54% (n = 310,000); in the data active = inhibition above about 50%
Target sequence (O96028 whole entry, looked up): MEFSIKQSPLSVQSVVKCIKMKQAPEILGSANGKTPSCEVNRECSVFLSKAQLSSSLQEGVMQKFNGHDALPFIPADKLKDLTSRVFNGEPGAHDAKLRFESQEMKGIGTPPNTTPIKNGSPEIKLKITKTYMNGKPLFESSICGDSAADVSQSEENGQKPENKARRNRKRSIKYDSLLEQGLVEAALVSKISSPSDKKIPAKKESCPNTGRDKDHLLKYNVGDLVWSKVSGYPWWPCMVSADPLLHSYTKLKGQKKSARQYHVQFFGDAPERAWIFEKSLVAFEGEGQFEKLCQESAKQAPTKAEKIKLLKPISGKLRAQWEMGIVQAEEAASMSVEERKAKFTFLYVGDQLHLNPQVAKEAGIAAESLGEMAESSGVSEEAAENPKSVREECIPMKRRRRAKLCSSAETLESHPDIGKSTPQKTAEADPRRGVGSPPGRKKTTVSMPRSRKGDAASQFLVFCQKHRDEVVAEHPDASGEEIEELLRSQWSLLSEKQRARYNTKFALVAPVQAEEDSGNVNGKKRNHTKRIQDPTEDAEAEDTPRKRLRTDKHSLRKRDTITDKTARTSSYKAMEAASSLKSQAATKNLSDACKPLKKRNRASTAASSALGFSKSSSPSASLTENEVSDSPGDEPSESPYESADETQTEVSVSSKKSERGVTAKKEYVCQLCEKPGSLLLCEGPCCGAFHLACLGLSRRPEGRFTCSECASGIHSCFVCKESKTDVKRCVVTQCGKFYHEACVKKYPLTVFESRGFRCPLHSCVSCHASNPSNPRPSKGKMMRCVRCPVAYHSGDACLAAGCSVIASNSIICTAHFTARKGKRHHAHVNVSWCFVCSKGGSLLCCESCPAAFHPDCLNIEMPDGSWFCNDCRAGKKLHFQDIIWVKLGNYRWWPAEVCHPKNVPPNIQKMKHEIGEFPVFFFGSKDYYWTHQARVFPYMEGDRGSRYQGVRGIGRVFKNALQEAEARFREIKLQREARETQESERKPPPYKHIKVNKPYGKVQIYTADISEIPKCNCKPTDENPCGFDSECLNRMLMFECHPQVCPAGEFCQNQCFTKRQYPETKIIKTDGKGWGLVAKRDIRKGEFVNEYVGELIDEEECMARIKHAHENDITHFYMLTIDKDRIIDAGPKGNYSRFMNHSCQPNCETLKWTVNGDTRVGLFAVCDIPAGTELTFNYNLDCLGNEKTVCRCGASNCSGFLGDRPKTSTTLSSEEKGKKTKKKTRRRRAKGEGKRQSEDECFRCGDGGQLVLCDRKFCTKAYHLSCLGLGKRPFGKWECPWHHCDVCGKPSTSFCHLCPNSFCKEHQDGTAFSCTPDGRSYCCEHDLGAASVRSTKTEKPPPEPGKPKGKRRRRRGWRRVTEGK
PKA-R2B act – activators of PKA-R2B holoenzyme, primary screen, biochemical, fluorescence polarization, Cy5-IP20, human; PKA-R2B holoenzyme dissociation; R2B truncated from residue 108, S112A mutant; 0% DMSO only, 100% 113 µM cGMP; activation, % at 11.4 µM; actives 0.079% (n = 340,000);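 active = activation above a cutoff set at the mean over all compounds plus 3 SD, cut at about 18% in these data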;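 note: higher means more holoenzyme dissociation and a rise in polarization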
SR-BI HDL uptake – inhibitors of SR-BI mediated HDL lipid uptake, primary screen, ldlA[mSR-BI] cells, fluorescence, single point; Scavenger receptor class B member 1 (Mus musculus), Q61009; ldlA[mSR-BI] CHO cells, DiI-HDL uptake fluorescence, 3 h; inhibition, % at 12.5 µM; actives 0.96% (n = 320,000); AID 488896, 2010;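 active = mean replicate inhibition of at least 70% and a set share of replicates each scoring 70 or more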;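 note: 0% = median of neutral control wells and 100% = median of positive control wells; values of inactives mirror those of a sister screen read the other way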
SUMO Mot1 rescue – yeast Mot1-301 growth rescue at high temperature, primary screen, SUMOylation pathway inhibitor project, S. cerevisiae, ATP luminescence, 38.5C. S. cerevisiae Mot1-301 growth rescue; percent above DMSO median, 100 means doubled. growth rescue, % at 18.8 µM. actives 1% (n = 320,000);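 active = every valid replicate shows activation above 250% relative to neutral control wells; inactive = the rest, any valid replicate at or below 250%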;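 note: OY570 slx delta 5 strain wells were the positive control but not used for scaling; some compounds called inactive have numbers as strong as hits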
dFosB act – activators of delta FosB homodimer, primary screen, biochemical, fluorescence polarization, TAMRA-CDK5 oligo, single point; Protein FosB (Mus musculus), P13346; purified delta FosB; percent of positive-control signal above neutral wells; activation, % at 25 µM; actives 0.99% (n = 340,000); AID 493131, 2011;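 active = mean activation above about 17%, with every replicate also reaching it, limit read from the data, passing the limit was not always enough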;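 note: fluorescence polarization rise as delta FosB binds a TAMRA Cdk5 AP-1 oligo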
SR-BI uptake up – activators of SR-BI mediated DiI-HDL uptake, primary screen, ldlA[mSR-BI] CHO cells, DiI fluorescence | 3 h; 100 = double the neutral-control signal | activation, % at 12.5 µM | actives 0.096% (n = 320,000) | AID 504775, 2011;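 active = mean replicate activation of at least 60% and every replicate at or above 60%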;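 note: 0% = median plate neutral-control signal and 100% = twice that signal; values of inactives mirror those of a sister screen read the other way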
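Material – SR-BI-overexpressing, LDLR-lacking CHO cells · Medium – BSA-supplemented, HEPES-buffered Ham's F12, pH 7.4 · Doses – single concentration · Times – compound with DiI-HDL co-incubation, 3 h at 37 °C · Measured by – bottom-read fluorescence, 550/595 nm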
MITF TRPM1 HTS – activators of MITF-driven TRPM1 promoter reporter, primary screen, cell-based, SK-MEL-5, luciferase, single point | SK-MEL-5 TRPM1-promoter luciferase, 24 h; % of positive control, neutral wells = 0 | activation, % at 12.5 µM | actives 0.75% (n = 300,000) | AID 588334, 2011;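 active = mean activation of at least 80% with every replicate also reaching 80%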;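 note: 0% = neutral control wells and 100% = parthenolide positive control wells; values of inactives mirror those of a sister screen read the other way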
Numbers without * were called inactive; . = not tested or not shown. Compounds as they come. Share with any hit: about 4.7%.

Order of values – Arr AP2 block	PKA-R1A act	CDK5 inh	DSG3 Ab inh	NSD2 inh	PKA-R2B act	SR-BI HDL uptake	SUMO Mot1 rescue	dFosB act	SR-BI uptake up	MITF TRPM1 HTS
CSCCC1NC(=O)N(CC(=O)N2CCc3ccccc3C2)C1=O (configuration not stated)
→ -2	-4	-1.0	98	0	3	-17	11	-1	17	2
COc1ccc(CNC(=O)C(=O)NCC2OCCN2S(=O)(=O)c2ccccc2)cc1 (configuration not stated)
→ 4	1	0.3	.	1	0	4	65	-3	-4	-9
CCc1nc2ccc(C(=O)N3CCN(c4cccc(C)c4C)CC3)cc2nc1CC
→ -9	0	-11	.	1	10	-6	-12	0	6	-6
COc1ccc(S(=O)(=O)N2CCOC23CCN(S(=O)(=O)c2c(C)cc(C)cc2C)CC3)cc1
→ 32	-8	0.3	96	31	0	32	-18	-11	-32	-1
O=C1c2ccccc2C(Nc2ccc(Cl)cc2)N1CCN1CCOCC1 (configuration not stated)
→ 22	17	-0.6	108	.	3	27	60	2	-27	-2
Cc1ccc(N2CC(C(=O)Nc3cc(C)on3)CC2=O)cc1 (configuration not stated)
→ 4	-1	-1.4	91	-2	-3	6	5	-3	-6	-1
CCOC(=O)c1c(NC(=O)COC(=O)Cc2ccccc2[N+](=O)[O-])sc(C(=O)N(C)C)c1C
→ 10	-7	0.4	103	0	6	12	190	-10	-12	-10
Cc1ccccc1N1CC(C(=O)Nc2nnc(SCCC3OCCO3)s2)CC1=O (configuration not stated)
→ 10	-1	0.7	104	2	-12	-12	-1	-20	12	14
O=c1c(C=NCC2CCCO2)c(-c2ccccc2)[nH]n1-c1ccc([N+](=O)[O-])cc1 (configuration not stated)
→ 4	3	-0.5	91	0	-15	.	19	-1	.	22
Cc1nc2ncnn2c(N2CCN(c3cccc(C(F)(F)F)c3)CC2)c1C
→ -3	-9	-0.2	100	2	3	19	24	-30	-19	-18
COCCN(CC(=O)Nc1cccc(C)c1C)C(=O)c1ccc2c(c1)OCO2
→ -13	-10	0.0	99	-2	10	-5	.	-5	5	0
O=C1C2C(c3ccccc3)C=CC(c3ccccc3)C2C(=O)N1c1ccncc1 (configuration not stated)
→ -4	-6	-0.4	97	1	1	-4	-20	-1	4	24
COc1cccc(CN(C(=O)Cn2nnc(-c3ccccc3F)n2)C(C(=O)NC(C)(C)C)c2ccncc2)c1 (configuration not stated)
→ -5	-3	1.8	107	1	1	9	25	-21	-9	13
CCOc1ccccc1C(=O)N/N=C/c1c[nH]c2ccccc12
→ -3	1	1.3	99	-1	12	20	18	3	-20	-14
Cc1noc(C)c1C(=O)OCC(=O)Nc1cccc(S(N)(=O)=O)c1
→ 3	-11	-0.8	90	1	3	-32	6	-7	32	13
CCCCn1c(N)c(N(CC(C)C)C(=O)CSc2nn(-c3ccc(F)cc3)c(=S)s2)c(=O)[nH]c1=O
→ -13	-12	0.9	102	-1	-8	67	.	-3	-67	-14
CCOC(=O)C(N)CSC1CC(=O)N(c2ccc(OCC)cc2)C1=O (configuration not stated)
→ 0	-6	1.2	103	5	3	-16	-5	-2	16	-10
O=S(=O)(NC1=NCCCCC1)c1ccc2sc(NS(=O)(=O)c3ccc4ccccc4c3)nc2c1
→ 5	4	1.4	89	-20	7	.	-3	-10	.	10
O=C(NN=C1CCCC1)NC1CCCCC1
→ -1	-18	0.9	99	-3	-20	-8	172	-12	8	-2
CCCCC(=O)NC(c1ccco1)c1c(O)ccc2ccccc12 (configuration not stated)
→ -4	-11	0.5	.	-1	3	7	-19	-7	-7	-14
CCCC(O)(CCN1CCCCC1)c1ccc(OCC)cc1 (configuration not stated)
→ 1	-8	0.4	104	.	-9	-21	.	-5	21	.
O=C1CCc2cc(S(=O)(=O)NCc3ccccc3Cl)ccc2N1
→ -11	-11	0.0	.	-7	-13	9	32	4	-9	10
Cc1ccnc(NC(=O)CNC(=O)c2ccc(Br)o2)c1
→ 28	-1	1.3	97	-2	-8	-15	493*	-2	15	20
COc1ccccc1N(CCOc1ccccc1)S(=O)(=O)c1ccccc1
→ 2	-5	-1.8	90	-2	-4	-20	-9	-2	20	-1
COc1ccc(C(=O)NCCOc2ccccc2Cl)c(OC)c1OC
→ 12	-12	-0.7	102	0	-6	26	-20	-4	-26	89*
COc1ccccc1C(=O)N/C(=C/c1ccc(Br)cc1)C(=O)N1CCCC1
→ 3	-12	-1.0	104	5	-17	16	445	-8	-16	7
O=C(COC(=O)c1n[nH]c2ccccc12)NC(=O)NC12CC3CC(CC(C3)C1)C2
→ 1	0	0.5	95	1	-2	6	-8	2	-6	-1
CS(=O)(=O)N1CCN(c2ccc(NC(=O)c3cccnc3Cl)cc2)CC1
→ -10	5	2.0	82	.	-10	-11	5	-8	11	4
O=C(Nc1cccc(F)c1)C1CCN(C(=O)NCc2ccccc2)CC1
→ 43	6	-0.6	92	-3	1	-12	13	-1	12	0
Cc1ccc(CCNC(=O)CCS(=O)(=O)Cc2ccc(C)cc2)cc1
→ -5	2	2.4	96	0	-3	4	-8	-9	-4	0

Structures above shown as hits in MITF TRPM1 HTS:
Order of values – Arr AP2 block	PKA-R1A act	CDK5 inh	DSG3 Ab inh	NSD2 inh	PKA-R2B act	SR-BI HDL uptake	SUMO Mot1 rescue	dFosB act	SR-BI uptake up	MITF TRPM1 HTS
COc1ccc(C(=O)NCCOc2ccccc2Cl)c(OC)c1OC
→ 12	-12	-0.7	102	0	-6	26	-20	-4	-26	89*

Next records follow:
Order of values – Arr AP2 block	PKA-R1A act	CDK5 inh	DSG3 Ab inh	NSD2 inh	PKA-R2B act	SR-BI HDL uptake	SUMO Mot1 rescue	dFosB act	SR-BI uptake up	MITF TRPM1 HTS
O=C(CSc1nc(N2CCOCC2)nc(N2CCOCC2)n1)Nc1ccc([N+](=O)[O-])cc1
→ 9	-16	-2.4	100	0	2	46	102	-4	-46	-7
CNC(=O)c1ccc(NC(=O)CC2SC(N3CCCC3)=NC2=O)cc1 (configuration not stated)
→ 17	0	-0.2	107	1	-2	21	4	-15	-21	-2
c1nc(NC2CCCCCC2)c2[nH]cnc2n1
→ 5	5	8.0	105	.	2	-31	34	-11	31	.
O=C1C2C3C=CC(C3)C2C(=O)N1c1ccc2c(c1)CCC2 (configuration not stated)
→ -4	7	-0.2	98	1	-6	4	1	-2	-4	14
CN(CC(=O)Nc1ccc(Cl)c(Cl)c1)C(=O)C1CCC1
→ -4	-7	0.7	96	-3	-8	-7	9	3	7	4
Cc1ccccc1Nc1nnc(SCC(=O)NCC2CCCO2)s1 (configuration not stated)
→ 0	8	1.0	119	0	1	-14	9	9	14	3
O=C(Nc1ccccc1)C1=C[C@@H](c2ccccc2)C[C@@H](OCc2ccc(CO)cc2)O1
→ 9	0	-0.1	105	.	-12	15	18	-6	-15	64
CCOC(=O)c1ccc(COC(=O)c2cc3ccccc3oc2=O)o1
→ -4	7	0.0	101	1	-1	-30	-5	-7	30	14
CCc1ccc(C(=O)NNC(=O)OC)cc1
→ 10	-3	-1.0	121	.	-10	-19	180	-3	19	1
S=C(NCCc1ccccc1)Nc1ccccc1N1CCOCC1
→ 51	11	-1.6	92	-1	-5	16	-14	-10	-16	-6
CC1CCC2(CC1)N=C(N)Nc1nc3ccccc3n12 (configuration not stated)
→ 4	-2	-0.9	103	1	4	17	3	-3	-17	.
COc1ccc(CNCc2cccc(Oc3ccccc3)c2)cc1
→ 24	8	0.6	100	-4	3	-8	121	-9	8	3
Cc1cc(N)nc(SCC(=O)N2C(C)CCCC2C)n1 (configuration not stated)
→ -5	-2	0.4	92	2	-3	-9	-3	-5	9	2
C[C@H]([C@H](O)c1ccccc1)N(C)C(=O)CN
→ 2	-1	0.0	104	.	6	-47	-17	0	47	9
CCCn1c(SCC(=O)Nc2cc(S(=O)(=O)N3CCOCC3)ccc2Cl)n[nH]c1=O
→ -9	5	-2.4	109	-3	0	-8	5	-8	8	-8
Cc1nn2c(-c3ccco3)nnc2c2ccccc12
→ -8	6	-0.9	97	2	-7	5	-4	-10	-5	.
